Bioassay records deposited in PubChem BioAssay by several laboratories.
dFosB activator – activators of delta FosB homodimer, primary screen, biochemical, fluorescence polarization, TAMRA-CDK5 oligo, single point. Protein FosB (Mus musculus), P13346. purified delta FosB; percent of positive-control signal above neutral wells. activation, % at 25 µM. 0.99% of 340,000 active. AID 493131, 2011;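 active means mean activation above about 17%, with every replicate also reaching it, limit read from the data, passing the limit was not always enough; inconclusive means only one of the two conditions met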;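 further: fluorescence polarization rise as delta FosB binds a TAMRA Cdk5 AP-1 oligo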
Target sequence (P13346 whole entry, looked up): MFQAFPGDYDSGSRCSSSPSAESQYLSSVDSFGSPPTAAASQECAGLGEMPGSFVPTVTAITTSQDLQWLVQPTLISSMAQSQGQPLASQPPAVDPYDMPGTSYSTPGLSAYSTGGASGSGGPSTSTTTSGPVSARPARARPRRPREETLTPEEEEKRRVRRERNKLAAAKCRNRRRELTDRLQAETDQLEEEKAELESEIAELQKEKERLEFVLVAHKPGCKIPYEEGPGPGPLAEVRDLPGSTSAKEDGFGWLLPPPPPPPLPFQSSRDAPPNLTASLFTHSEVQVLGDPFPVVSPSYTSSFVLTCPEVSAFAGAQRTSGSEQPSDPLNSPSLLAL
CDK5 p35 inh – inhibitors of human CDK5/p35 kinase, primary screen, biochemical, single concentration. Cyclin-dependent kinase 5 (Homo sapiens) + Cyclin-dependent kinase 5 activator 1 (Homo …. Recombinant CDK5/p35, ADP-Glo luminescence, 60 min. inhibition, % at 10 µM. 0.01% of 330,000 active. AID 488839, 2010;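 active means highest replicate inhibition of at least 50% and at least 75% of replicates reaching 50%; inconclusive means only one of the two criteria met; inactive means both criteria failed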;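 further: plate controls were DMSO neutral control for no effect and GW8510 at 10 µM for full effect; many of its hits are not listed in these tables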
Target sequence (Q00535 whole entry, looked up): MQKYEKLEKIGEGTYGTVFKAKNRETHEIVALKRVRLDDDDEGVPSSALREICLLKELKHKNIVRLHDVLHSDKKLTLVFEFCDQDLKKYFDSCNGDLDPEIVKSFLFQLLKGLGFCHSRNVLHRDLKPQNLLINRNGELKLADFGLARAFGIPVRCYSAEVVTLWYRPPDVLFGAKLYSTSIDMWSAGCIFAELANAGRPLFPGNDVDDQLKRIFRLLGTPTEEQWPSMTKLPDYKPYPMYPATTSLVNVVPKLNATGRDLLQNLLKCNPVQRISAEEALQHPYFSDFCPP
Target sequence (Q15078 whole entry, looked up): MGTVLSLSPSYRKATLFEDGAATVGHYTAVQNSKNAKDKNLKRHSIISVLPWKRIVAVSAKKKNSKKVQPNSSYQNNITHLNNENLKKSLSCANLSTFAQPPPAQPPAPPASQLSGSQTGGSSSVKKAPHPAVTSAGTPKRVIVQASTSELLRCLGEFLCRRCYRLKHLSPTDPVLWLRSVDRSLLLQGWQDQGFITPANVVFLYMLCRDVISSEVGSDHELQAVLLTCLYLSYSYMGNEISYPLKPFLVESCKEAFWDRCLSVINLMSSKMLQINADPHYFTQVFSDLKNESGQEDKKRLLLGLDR
cardiac RTF act – cardiac RTF calcium sensitivity activators, primary screen, biochemical, IANBD-TnC fluorescence, EC20 calcium; activation, % at 7.2 µM; 0.24% of 340,000 active; Troponin I, cardiac muscle (Homo sapiens) + Troponin T, cardiac muscle (Homo sapiens) + …; IANBD-labeled TnC RTF fluorescence at EC20 calcium; 0% EC20 calcium, 100% full calcium;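 active means activation above the mean over all tested compounds plus 3 SD, cut at about 30% in these data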;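 further: rise in fluorescence read as greater calcium sensitivity of cardiac thin filaments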
PvdQ acylase – P. aeruginosa PvdQ acylase inhibitors, primary screen, biochemical, fluorescence, plate reader and imaging, single point; inhibition, % at 10 µM; 0.063% of 340,000 active; purified PvdQ acylase; AID 488965, 2010; in the data active means inhibition above about 30%, passing the limit was not always enough; inconclusive means no clear call, values can overlap the other calls;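 further: 0% = vehicle neutral wells and 100% = reference inhibitor wells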
PfHsp90 yeast 2 – growth inhibition of PfHsp90-expressing yeast, primary screen, antimalarial PfHsp90 inhibitor project, S. cerevisiae, BacTiter-Glo luminescence, single point, set 2 | 0.32% of 310,000 active | inhibition, % at 9.4 µM | BacTiter-Glo ATP, 48 h; yeast lacking PDR1 and PDR3 efflux regulators;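 active means every replicate shows inhibition above about 80%, whatever the replicate mean, limit read from the data; inconclusive means mean inhibition reaches the set limit but some replicate falls short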;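 further: 0% = DMSO neutral controls and 100% = 20 µM radicicol positive controls; yeast relying on Plasmodium falciparum Hsp90 in place of its own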
Keap1-Nrf2 PPI – Keap1-Nrf2 protein-protein interaction inhibitors, primary screen, biochemical, fluorescence polarization, single point; Keap1 Kelch-Nrf2 peptide fluorescence polarization, 1536-well; inhibition, % at 9.4 µM; 0.15% of 340,000 active; AID 504523, 2011; in the data active means inhibition above about 12%; inconclusive means no clear call, values can overlap the other calls; inactive means below about 7.3%;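 further: human Keap1 Kelch domain with fluorescein labeled Nrf2 9mer peptide probe; 0% = neutral control wells and 100% = peptide positive control; higher means more block of Keap1 binding to Nrf2 peptide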
Rtt109 HAT inh – inhibitors of C. albicans Rtt109/Vps75 HAT, primary screen, biochemical, ThioGlo CoA-SH fluorescence, plate reader; purified Rtt109/Vps75, 4 h; inhibition, % at 34.9 µM; 0.16% of 330,000 active;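 active means inhibition of at least 50% in every replicate; inconclusive means best replicate reaches 50% inhibition but some replicates fall short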
Cardiac RTF inh – cardiac RTF calcium sensitivity inhibitors, primary screen, biochemical, IANBD-TnC fluorescence, EC70 calcium. 0.12% of 340,000 active. inhibition, % at 7.15 µM. IANBD-labeled cardiac RTF, Ca2+ fluorescence;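 active means inhibition above the mean inhibition of all tested compounds plus 3 SD, cut at about 17% in these data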;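 further: assay run at fixed EC70 calcium of 1.6 mM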
NSD2 inh – NSD2 histone methyltransferase inhibitors, primary screen, biochemical, AlphaScreen, single concentration, set 2 | Histone-lysine N-methyltransferase NSD2 (Homo sapiens), O96028 | NSD2 peptide methylation, 120 min | AID 743445, 2014 | 0.54% of 310,000 active | inhibition, % at 12.5 µM; in the data active means inhibition above about 50%
Mot1-301 SUMO – yeast Mot1-301 growth rescue at high temperature, primary screen, SUMOylation pathway inhibitor project, S. cerevisiae, ATP luminescence, 38.5C | growth rescue, % at 18.8 µM | S. cerevisiae Mot1-301 growth rescue; percent above DMSO median, 100 means doubled | 1% of 320,000 active;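 active means every valid replicate shows activation above 250% relative to neutral control wells; inactive means the rest, any valid replicate at or below 250%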;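 further: OY570 slx delta 5 strain wells were the positive control but not used for scaling; some compounds called inactive have numbers as strong as hits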
C-LANA FP – inhibitors of KSHV C-LANA binding to DNA, primary screen, biochemical, fluorescence polarization, FAM-LBS DNA, MBP-C-LANA, single point; Kaposi's sarcoma herpesvirus LANA C-terminal domain (residues 932-1162) DNA binding; inhibition, % at 9 µM; AID 504423, 2011; 0.078% of 340,000 active;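 active means highest replicate inhibition at or above 60% at 9 µM, even if other replicates fall short; inactive means all replicates below 60% inhibition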;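 further: 0% = neutral control wells and 100% = 4 µM acridine orange control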
An asterisk follows results filed as active; ? = inconclusive; · = not tested or not shown.

SMILES	dFosB activator	NSD2 inh	Rtt109 HAT inh	PfHsp90 yeast 2	Cardiac RTF inh	Keap1-Nrf2 PPI	CDK5 p35 inh	cardiac RTF act	Mot1-301 SUMO	PvdQ acylase	C-LANA FP
O=C(Cn1ncc2c3ccccc3n(Cc3ccccc3)c2c1=O)NCc1ccccn1	-3	-1	-3	2	-2	-6	-0.5	1	-2	-9	-0.3
Cc1ccc2nc(SCC(=O)N(CC(C)C)c3c(N)n(Cc4ccccc4)c(=O)[nH]c3=O)[nH]c2c1	-11	0	19	9	-2	-4	-0.1	-1	8	1	-6.9
CC(C)c1ccc(/C=C(\c2nc3ccccc3[nH]2)S(=O)(=O)c2ccccc2)cc1	1	-1	-4	-9	-2	-4	0.1	7	83	6	-4.0
CCN(CC(=O)Nc1c(F)cccc1F)C(=O)CCCOc1ccccc1	1	10	8	11	-7	-2	1.3	-7	·	5	-1.2
Cc1cccc(Nc2ncccc2C(=O)NCc2cccs2)c1C	-16	0	18	-13	-2	-4	0.9	-2	222	7	-0.6
CCCCCOC(=O)Cn1c(N2CCCCCC2)nc2c1c(=O)[nH]c(=O)n2C	0	1	3	3	4	-3	-1.0	-1	26	-14	0.9
CC1(C)C2CCC1(C)C1(C2)NC(=O)c2ccccc2O1 (stereo not given)	-5	3	4	6	0	1	-1.7	8	·	-10	-1.1
CCSc1nnc(COc2ccccc2)n1CC	-5	-1	-4	8	4	-2	1.5	3	-9	7	-9.3
Cc1cc(C)cc(C(=O)NCC(=O)N2CCC3(CC2)NCCc2[nH]cnc23)c1	-2	-1	-2	-5	-4	4	0.2	6	44	-14	-0.3
COc1cc(C2C3C(C)N(C)C(=O)N(C)C3N(C)C(=O)N2C)ccc1O (stereo not given)	4	10	-6	8	4	-4	-1.4	3	81	-2	0.8

Fetched by structure from above (2):
SMILES	dFosB activator	NSD2 inh	Rtt109 HAT inh	PfHsp90 yeast 2	Cardiac RTF inh	Keap1-Nrf2 PPI	CDK5 p35 inh	cardiac RTF act	Mot1-301 SUMO	PvdQ acylase	C-LANA FP
Cc1cccc(Nc2ncccc2C(=O)NCc2cccs2)c1C	-16	0	18	-13	-2	-4	0.9	-2	222	7	-0.6
COc1cc(C2C3C(C)N(C)C(=O)N(C)C3N(C)C(=O)N2C)ccc1O (stereo not given)	4	10	-6	8	4	-4	-1.4	3	81	-2	0.8

More entries:
SMILES	dFosB activator	NSD2 inh	Rtt109 HAT inh	PfHsp90 yeast 2	Cardiac RTF inh	Keap1-Nrf2 PPI	CDK5 p35 inh	cardiac RTF act	Mot1-301 SUMO	PvdQ acylase	C-LANA FP
O=C(O)CNC(=O)C1CCCN1C(=O)CNC(=O)OCc1ccccc1 (stereo not given)	-7	0	2	1	-8	-2	0.0	-5	3	-24	3.2
CCOc1ccccc1NC(=S)Nc1ccccc1F	-6	-3	-7	3	-7	0	1.4	-2	-22	-6	2.3
CCC(C)NC(=O)c1ccccc1NC(=O)Nc1ccccc1 (stereo not given)	-2	1	-4	-5	-4	-3	-2.4	-5	79	-14	0.9
O=C1CCC(C(=O)N2CCN(c3cnccn3)CC2)CN1CCc1cccc(F)c1 (stereo not given)	1	-3	3	-4	2	-7	1.1	2	-6	1	0.4
O=C(N1CCOCC1)N1CCCC(c2nc(-c3cccs3)no2)C1 (stereo not given)	-5	2	3	·	-11	-4	-0.8	2	-17	-13	-1.1
OCCn1c(CSc2nc3ccccc3n2CCO)nc2ccccc21	-6	1	5	-12	-8	1	2.4	-2	10	-4	-1.3
O=C(CSc1nc2[nH]c(=O)cc(O)c2s1)Nc1cccc(Br)c1	-1	·	-3	25	-13	-8	-0.4	2	5	-12	2.1
C[C@H](CO)N1C[C@H](C)[C@@H](CN(C)S(C)(=O)=O)Oc2c(NC(=O)Nc3ccc(C(F)(F)F)cc3)cccc2C1=O	-5	·	20	-12	0	-3	-1.3	-8	·	-3	2.6
O=C1C=C(c2ccc(O)cc2)C[C@@H](c2ccc(Cl)cc2)C1	4	·	-2	-21	6	-1	0.4	-1	-5	3	2.1
O=C(CNc1ccc(Br)cc1)NC(=O)NC1CCCCC1	-7	0	4	-21	-6	8	0.3	-6	·	-5	-0.8
CCn1c(SCC(=O)c2ccccc2)nc2sc3c(c2c1=O)CCN(C)C3	-13	7	-75	17	1	-2	0.5	-2	-13	-7	-1.7
COc1ccccc1NS(=O)(=O)c1cccc(NC(=O)Nc2ccccc2)c1	0	-3	8	10	8	3	-1.6	-7	-3	-1	-1.6
O=C(CSCc1ccco1)NC1CCCC1	-6	2	-1	10	-19	-6	2.1	23	231	-21	1.2
Cc1nc2ccc(S(=O)(=O)NCC(=O)NCCc3ccc(Cl)cc3)cc2s1	3	-4	4	0	3	0	-0.6	-3	-8	-4	2.3
CCCN1CCC(=O)N([C@H](CN=[N+]=[N-])CC(C)C)CC1	-2	·	4	-12	-5	4	-3.1	3	1	-2	1.1
CC(C)CNC(=O)COC(=O)c1ccccc1SCC(=O)NCC(C)C	0	·	-2	-4	-7	-1	0.1	0	112	-22	2.4
O=C(CNC1CCCC1)Nc1ccc(S(=O)(=O)N2CCCCC2)cc1	-6	0	1	7	-3	-3	-0.9	3	-4	5	1.8
COc1cc(NC(=O)C2CCCO2)c(OC)cc1Cl (stereo not given)	-3	0	1	15	-6	-4	-2.1	-5	1	-6	2.2
C=CCOc1ccc2c(c1)c(=O)cc(C(=O)O)n2CC	-7	-1	-11	5	-12	?	0.2	-3	-4	6	-1.7
CCc1nc(SCc2ccc([N+](=O)[O-])cc2)n[nH]1	-2	1	-3	6	6	-1	1.5	-2	-9	11	-0.5
N/C(=N\OC(=O)COc1ccc(Cl)cc1)c1cccnc1	-1	11	-2	-10	8	3	1.0	-1	5	-11	0.1
CCNC(=S)NNC(=O)c1ccc(OC(F)F)cc1	-7	28	-1	-4	-9	-1	-0.6	-3	-20	4	1.0
COc1ccc(/C=N/NC(=O)C(C)n2nnc3ccccc32)cc1OC (stereo not given)	-4	2	2	1	-5	-1	0.5	-3	11	-13	-0.4
CNNC(=O)C(=O)NNS(=O)(=O)c1ccccc1	-4	-1	0	-7	-1	-4	-1.0	-1	-16	-6	-0.5
CCN(CC)CC(=O)NC1CCCc2c1cnn2-c1cc(F)cc(F)c1 (stereo not given)	4	10	2	4	2	-3	-1.1	6	-9	-17	0.0
CC1Cc2ccccc2N1S(=O)(=O)c1cccc(C(=O)N2CC(=O)Nc3ccccc32)c1 (stereo not given)	-4	0	9	8	-2	0	-1.1	-2	-10	5	0.0
O=C(Cc1n[nH]c(=O)c2ccccc12)Nc1cccc(S(=O)(=O)N2CCCC2)c1	-6	3	-3	0	-12	-4	-2.2	4	-3	-4	-1.8
Cc1c(C2(O)C(=O)Nc3ccc(F)cc32)c(=O)n(-c2ccccc2)n1C (stereo not given)	-4	-5	-1	63	-5	0	0.5	6	5	-21	0.7
C=CCOC(=O)c1sc(NC(=O)c2ccc(OC)cc2)nc1C	12	-2	-32	-10	-6	1	0.9	0	-19	-5	3.3
Cc1nnc(SCc2ccccc2)n1CC1CCCO1 (stereo not given)	-4	-11	-4	·	0	0	0.7	11	36	-5	-2.7
O=C(CN1CCCCC1)Nc1ccccc1	0	-1	7	·	6	-2	-5.2	12	16	-22	0.2
CCOC(=O)c1sc(NC(=O)CC)c(C#N)c1C	-3	·	26	-1	0	4	-2.1	-6	-12	6	0.6
CC1CCCCN1C(=O)c1ccc(Br)o1 (stereo not given)	-9	-3	-1	-25	2	-2	1.5	3	-15	-15	0.5
O=c1[nH]nc(C(F)(F)F)c2nnn(Cc3ccccc3Cl)c12	2	2	10	3	0	4	-0.6	1	-3	9	-0.3
CCCc1cc(N2CCC(C(N)=O)CC2)nc(-c2ccccc2)n1	-9	-4	·	1	-11	-1	0.9	1	-9	1	0.6
Cc1ccc(C(=O)N2CCCCC2)cc1S(=O)(=O)N1CCCC1	1	-1	-1	2	-3	0	0.4	1	-3	-9	1.5
COC(=O)[C@@H]1[C@@H](C)N(Cc2ccccc2)C(=O)N[C@H]1c1cccc(C(F)(F)F)c1	-2	·	8	-9	6	0	0.9	6	-14	-2	1.4
COc1cccc(C(=O)NCCS(=O)(=O)N(C)C2CCCCC2)c1	-2	0	-2	-9	6	-3	-1.6	-2	58	-15	-0.6
